Tb PFK block – blocks T. brucei phosphofructokinase; AID 485367; T. brucei PFK, ADP-Glo luminescence; 330,000 tested, 0.17% active; O15648; Potency, µM (doses to about 57.5 µM), inactives show at the top dose activity, negative = inhibition, most hits filed as inhibitors;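 further: potency means the concentration at half of the fitted maximal effect; 0% = uninhibited 1x PFK enzyme wells and -100% = no-enzyme wells; nearly all actives have a fitted effect of over 60% in size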
Target sequence (O15648 whole entry, looked up): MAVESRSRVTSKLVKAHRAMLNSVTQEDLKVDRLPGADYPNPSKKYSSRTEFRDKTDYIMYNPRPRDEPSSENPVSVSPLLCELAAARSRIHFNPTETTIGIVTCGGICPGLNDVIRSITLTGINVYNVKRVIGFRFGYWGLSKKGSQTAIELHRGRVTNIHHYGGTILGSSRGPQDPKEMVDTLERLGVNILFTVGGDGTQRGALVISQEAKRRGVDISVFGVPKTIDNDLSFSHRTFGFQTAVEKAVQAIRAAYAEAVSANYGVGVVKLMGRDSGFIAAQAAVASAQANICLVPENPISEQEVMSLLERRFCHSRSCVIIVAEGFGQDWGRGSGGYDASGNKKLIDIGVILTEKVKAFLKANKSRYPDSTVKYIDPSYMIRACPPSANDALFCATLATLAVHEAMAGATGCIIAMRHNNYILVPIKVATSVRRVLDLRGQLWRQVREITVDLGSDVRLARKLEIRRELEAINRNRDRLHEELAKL
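1.25 nM PFK with 0.5 mM F6P and 0.1 mM ATP in 0.1 M TEA pH 8.0, 5 mM MgCl2, incubated 45 min at room temperature; ADP measured by ADP-Glo luminescence; compounds titrated up to 57 uM.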
ELG1 genotoxic – induces genotoxicity in HEK293T cells with luciferase-tagged ELG1; HEK293T ELG1-luciferase reporter, luminescence, 16 h; Potency, µM (series often up to 46 µM), for inactives: top-dose activity change, positive = activation, actives largely listed as activators; 330,000 tested, 1.3% active; AID 504466; further: potency means the concentration at half of the fitted maximal effect; % of control where 0% means no effect; nearly all actives have a fitted effect of over 60% in size
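Reporter readout depends on ELG1 protein level, which increases with genetic stress. After 16 hr compound exposure at 37 °C, luciferase activity was quantified using ONE-Glo.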
TRPV1 ag – activates the human vanilloid receptor TRPV1. TRPV1-expressing cells, Fluo-8 calcium influx, agonist mode. Q8NER1. AID 540275. 320,000 tested, 0.19% active. activation, % at 8.33 µM; in the data active means activation above about 80%; inconclusive means between about 30% and that limit; further: 0% is about no effect
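TRPV1-expressing cells were cultured overnight at 35.5C and loaded with Fluo-8 calcium dye for 40 to 90 min at room temperature. After a 10 s baseline, compound was added and calcium influx was read kinetically for 3 min (ex 480/em 520 nm).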
Gal4-VP16 FLuc – Gal4-VP16 reporter inhibition counter-screen; Drosophila S2 Gal4-VP16 UAS-luciferase, luminescence, 20 h; Potency, µM (series often up to 53.6 µM), inactives show at the top dose activity, negative = inhibition, hits mostly inhibitors; 310,000 tested, 3.5% active;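 further: Gal4-VP16 expression switched on by copper sulfate through the metallothionein promoter; potency means the concentration at half of the fitted maximal effect; on the % scale 0 is the no-effect control and ±100 the full control effect; nearly all actives have a fitted effect of over 50% in size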
p53 reactivation – mutant p53 re-activation in reporter cells; H1299 p53-A138V BP100-luciferase reporter, luminescence, 24 h; Potency, µM (titrated, usually from 92.2 µM), for inactives: at the highest dose activity change, positive = activation, actives largely listed as activators; 320,000 tested, 0.063% active; AID 504706; further: potency means the concentration at half of the fitted maximal effect; % of control where 0% means no effect; nearly all actives have a fitted effect of over 45% in size
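p53-null H1299 cells stably carrying temperature-sensitive p53-A138V and a BP100-luciferase reporter were pinned with compounds (4-point, 1:5 series) and held 24 hrs at 37 deg C. Luminescence was read 10 min after detection reagent.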
ELG1 DNA repair – blocks ELG1-dependent DNA repair in HEK293T cells. HEK293T ELG1-luciferase reporter, luminescence, 16 h; DNA damage induced by 5-fluorouridine. Potency, µM (titrated, usually from 46.1 µM), inactives show top-dose activity change, negative = inhibition, actives largely listed as inhibitors. 330,000 tested, 2.3% active. AID 504467; further: potency means the concentration at half of the fitted maximal effect; on the % scale 0 is the no-effect control and ±100 the full control effect; nearly all actives have a fitted effect of over 55% in size
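Cells (2,000 per well) received 5-fluorouridine plus test compound or DMSO and were incubated 16 hr at 37 °C, 5% CO2. Luciferase activity was read by luminescence 30 min after ONE-Glo addition; signal suppression marked inhibition of damage-induced ELG1 function.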
FLuc counter – counter-screen for miR-21 project: firefly luciferase inhibitors or activators | P08659 | purified FLuc, Km substrates, luminescence inhibition | Potency, µM (series often up to 57.5 µM), for inactives: at the top dose activity change, negative = inhibition, usual class: inhibitors | 360,000 tested, 6.9% active | AID 588342;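 further: potency means the concentration at half of the fitted maximal effect; plate controls were vehicle for no effect and reference inhibitor for full effect; nearly all actives have a fitted effect of over 55% in size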
Target sequence (P08659 whole entry, looked up): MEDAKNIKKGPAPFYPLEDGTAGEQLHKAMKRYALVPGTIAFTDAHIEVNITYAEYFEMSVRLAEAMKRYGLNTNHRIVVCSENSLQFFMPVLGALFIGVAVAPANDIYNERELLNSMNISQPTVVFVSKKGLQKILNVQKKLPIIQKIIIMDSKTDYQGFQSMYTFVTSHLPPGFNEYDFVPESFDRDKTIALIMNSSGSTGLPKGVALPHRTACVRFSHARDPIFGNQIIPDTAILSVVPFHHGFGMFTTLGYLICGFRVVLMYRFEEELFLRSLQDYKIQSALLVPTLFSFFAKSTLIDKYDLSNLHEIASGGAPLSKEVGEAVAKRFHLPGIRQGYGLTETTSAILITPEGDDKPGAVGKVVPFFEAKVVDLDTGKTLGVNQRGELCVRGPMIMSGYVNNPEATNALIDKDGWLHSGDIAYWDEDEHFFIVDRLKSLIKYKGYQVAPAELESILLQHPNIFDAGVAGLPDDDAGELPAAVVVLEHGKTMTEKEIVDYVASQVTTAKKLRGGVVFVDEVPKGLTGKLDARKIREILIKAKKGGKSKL
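Biochemical qHTS of compounds, final roughly 60 µM downward over six points, against 10 nM purified firefly luciferase using Km concentrations of substrates (10 uM D-luciferin, 10 uM ATP) in Tris acetate pH 7.5 buffer; luminescence output.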
Rab9 promoter act – Rab9 promoter activation; Potency, µM (series often up to 9.22 µM), inactives show at the highest dose activation, negative = inhibition, actives largely listed as activators; 320,000 tested, 2.8% active; Huh7 Rab9 promoter-luciferase reporter, luminescence, 24 h; further: potency means the concentration at half of the fitted maximal effect; % of control where 0% means no effect; nearly all actives have a fitted effect of over 60% in size
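Measured in stably transfected Huh7 cells bearing a Rab9 promoter–luciferase construct: 24 h compound treatment at 37 °C, followed by luminescence detection.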
NPC1 prom act – activators of NPC1 promoter; Huh7 NPC1 promoter luciferase reporter, 24 h; Potency, µM (titrated, usually from 9.22 µM), inactives show at the top dose activation, most hits filed as activators; 320,000 tested, 2.4% active;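 further: potency means the concentration at half of the fitted maximal effect; % of control where 0% means no effect; nearly all actives have a fitted effect of over 60% in size; reporter is driven by a mutant NPC1 promoter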
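Compounds in DMSO were transferred onto Huh7 NPC1-luciferase reporter cells pre-incubated 2 h; after 24 h at 37 °C, Amplite reagent was dispensed and luminescence recorded 10 min later.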
RORgamma inh – ROR gamma (mouse) transcription inhibition; 310,000 tested, 5.4% active; P51450; Drosophila S2 Gal4-RORgamma UAS-luciferase reporter, 20 h; Potency, µM (titrated, usually from 53.6 µM), inactives show at the highest dose activity change, negative = inhibition, hits mostly inhibitors; further: potency means the concentration at half of the fitted maximal effect; on the % scale 0 is the no-effect control and ±100 the full control effect; nearly all actives have a fitted effect of over 60% in size
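ROR gamma transcriptional activity was tracked as Gal4-UAS luciferase output in stably transfected Drosophila Schneider cells, with compound added 1 hr before 700 uM copper sulfate induction and a 20 hr ambient-temperature incubation.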
BRCA1 expr up – activators of BRCA1 expression; AID 624202; Potency, µM (series often up to 46.1 µM), for the others: top-dose activation, most hits filed as activators; MCF7-BRCA1-FFLuc reporter, luminescence, 48 h; response scale: scaled: vehicle 0%, 10 µM genistein 100%; 380,000 tested, 1.1% active; further: potency means the concentration at half of the fitted maximal effect; nearly all actives have a fitted effect of over 80% in size; some results filed as inactive show a strong effect at the top dose
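Compounds are tested at multiple concentrations on MCF7 BRCA1-luciferase reporter cells seeded at 2000 per well; after 48 h, a single luminescence end-point is taken and curves fitted to the normalized data.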
Active calls of the source: *; u = inconclusive; x = not tested or not shown; & = joins results of further samples; [ ] = dose if it differs, or a comment. Unless noted, the call rests on the fitted dose curve; in most records, active means well fitted curve in the direction sought with a large enough effect; inconclusive means small, poorly fitted or top-dose-only effect, or another doubt; inactive means no such curve, though single readings can be large; an effect the other way counts as inactive or inconclusive. Hits appear at their usual frequency. About 15% of those tested had a hit in this group.

SMILES	Tb PFK block	ELG1 genotoxic	TRPV1 ag	Gal4-VP16 FLuc	p53 reactivation	ELG1 DNA repair	FLuc counter	Rab9 promoter act	NPC1 prom act	RORgamma inh	BRCA1 expr up
CCOc1ccc(CNC(=S)Nc2ccccc2)cc1Cl	-4%	0%	u	5.6µM*	-30%[inhibitor]	-18%	-7%	1%	-1%	5.6µM*	6%
CC(C)Cn1c(N)c(C(=O)COC(=O)c2cc(C(F)(F)F)nc3c(C(F)(F)F)cccc23)c(=O)n(C)c1=O	0%	7%	0	-13%&-5%	2%	16%	4%	-8%	-6%	6%&7%	x
N#CC(C(=O)OC1CCCCC1)c1nc2ccccc2nc1N1CCCCC1 (centres undefined)	-1%	-3%	11	2%	-4%	2%	0%	-4%	-2%	0%	x
C=CC(=O)Nc1ccc(N(C)c2ccnc(Nc3ccc(N4CCN(C)CC4)cc3)n2)cc1	-6%	-1%	x	x	30%	-16%	x	x	x	x	-26%
COCCCNCCCOc1ccc(Cl)cc1C(C)(C)C	-2%	-12%	-1	u	-33%[inhibitor]	0%	-1%	-9%	2%	u	-58%
N/C(=N\OC(=O)N1CCOCC1)c1ccc(Br)cc1	-1%	-2%	-4	-1%	-6%	u	u	u	u	-6%	-23%
O=C(Nc1ccc2c(c1)OCCO2)C1CCCN1S(=O)(=O)c1ccc(Cl)cc1 (centres undefined)	-19%	-6%	12	3%	-7%	-16%	-5%	3%	1%	1%	0%
Cc1ccc(NC(=O)COC(=O)c2ccccc2Nc2ccccc2)cc1	2%	0%	7	-22%	-12%	5%	5%	-2%	1%	-8%	1%
Cc1ccc(C(C(=O)NC2CCCCC2)N(C(=O)c2csnn2)C2CCCC2)o1 (centres undefined)	0%	0%	9	0%	-1%	-5%	1%	-8%	1%	-1%	-13%
O=C(CSc1nc2ccccc2c(=O)n1CC1CCCCC1)N1CCOCC1	-1%	1%	u	1%	-5%	-12%	0%	-2%	4%	-10%	-21%
Cc1nn(C)cc1C(C(=O)NC1CCCCC1)N(C(=O)c1cnccn1)c1ccc(Oc2ccccc2)cc1 (centres undefined)	-4%	0%	25	u	3%	-3%	1%	-1%	-7%	32%	-7%
Cc1nn(C(C)C(=O)NCCc2ccccc2)c(=O)c2cc3occc3n12 (centres undefined)	1%	3%	-2	9%	-7%	19%	3%	-5%	-2%	10%	9%
COc1ccc([N+](=O)[O-])cc1NC(=O)c1ccc(N(Cc2ccccc2Cl)S(C)(=O)=O)cc1	0%	-1%	-3	0%	-11%	-9%	-1%	0%	-4%	15%	-31%
Cc1ccc(-c2nc3ccc(C(=O)O)cc3nc2-c2ccc(C)cc2)cc1	0%	0%	-2	-7%	-2%	u	1%	-4%	0%	-20%	-31%
Cc1ccccc1N=Cc1cc2c(cc1O)OC(N)=C(C#N)C2c1ccccc1 (centres undefined)	-1%	-5%	-3	-30%	-3%	u	-5%	-11%	-6%	-17%	-23%
COc1ccc(NC(=S)/N=C(\N)Nc2nc(C)c3ccc(C)cc3n2)cc1	-6%	-17%	11	2µM*	-3%	u	-8%	-11%	4%	0.63µM*	-43%
CC1CCC2(CC1)NC(=O)c1ccccc1O2 (centres undefined)	0%	4%	5	3%	-3%	-2%	4%	-1%	-3%	44%	-5%
Cc1cccc(C)c1NC(=O)C1(NC(=O)C2CCCN2C(=O)OC(C)(C)C)CCCCC1 (centres undefined)	12%	-4%	0	-9%	3%	9%	1%	14%	-8%	10%	-1%
C/C(=N\S(=O)(=O)c1ccc(C)cc1)N1CCN(S(=O)(=O)c2ccccc2)C1	u	1%	-7	-17%	-9%	9%	15%	-1%	-2%	29%	0%
CC(=O)c1ccc(N(CC(=O)NCC2CCCO2)C(=O)CCC(=O)Nc2cc(C)on2)cc1 (centres undefined)	-4%	-22%	4	-1%	0%	u	0%	0%	-2%	-4%	2%
CCOC(=O)c1nn(-c2ccc(Cl)cc2)c2nnc(Cc3ccc(C)cc3)c(=O)n12	-3%	0%	u	22µM*	-2%	-3%	-3%	-3%	-1%	-12%	-35%
COc1ccc(N(C)S(=O)(=O)c2cccc(C(=O)Nc3ccc(OC)nc3)c2)cc1	-1%	-8%	u	5%	-5%	18µM*	-1%	-5%	1%	u	x
COc1ccccc1OCCNC(=O)c1cccc(S(=O)(=O)N2CCN(Cc3ccccc3)CC2)c1	3%	-5%	26	x	-3%	21µM*	1%	1%	-2%	x	-7%
O=C(CSc1nnc(Cc2cc(=O)[nH]c(=O)[nH]2)n1-c1ccc(F)cc1)N1CCCCC1	2%	0%	x	0%	-4%	8%	9%	-3%	-5%	24%	21%
COCCCNC(=O)C1CC(=O)N(Cc2ccc(OC)cc2)C1 (centres undefined)	2%	1%	-1	-5%	-4%	-16%	9%	-1%	-3%	1%	-6%
(next part)
SMILES	Tb PFK block	ELG1 genotoxic	TRPV1 ag	Gal4-VP16 FLuc	p53 reactivation	ELG1 DNA repair	FLuc counter	Rab9 promoter act	NPC1 prom act	RORgamma inh	BRCA1 expr up
COc1ccc(C(O)P(=O)(OC(C)C)OC(C)C)c(OC)c1 (centres undefined)	-2%	0%	0	0%	-2%	-11%	2%	2%	2%	3%	-5%
COc1ccc(NC(=O)COC(=O)c2ccc(-n3nc(C)cc3C)cc2)cc1OC	0%	1%	0	x	2%	-7%	3%	-1%	-2%	x	-14%
C=CCN1C(=O)c2ccc(C(=O)N(C)CC(=O)Nc3ccccc3Br)cc2C1=O	0%	-1%	1	0%	20%	-1%	3%	9%	0%	4%	-31%
COc1cc(C2C(C#N)=C(N)Oc3cc(C)oc(=O)c32)ccc1OC(=O)N1CCOCC1 (centres undefined)	-5%	6%	0	7%	0%	15%	1%	-3%	-2%	7%	12%
Cc1nc(N)[nH]c(=O)c1CC(=O)OCCCl	4%	-1%	-1	-2%	-2%	-4%	-2%	-5%	2%	-5%	8%
COc1ccc(CCNC(=O)CSc2ccc(-c3ccco3)nn2)cc1OC	-3%	-3%	-11	-4%	5%	6%	-6%	-2%	-4%	18%	-19%
O=C(NC1CCCCCC1)c1ccc([N+](=O)[O-])s1	4%	-3%	u	x	u	24%	1%	u	20%	x	-68%
CCOc1ccc(N(CC(=O)Nc2ccc(C)c(C)c2)S(=O)(=O)c2c(C)[nH]c(=O)[nH]c2=O)cc1	8%	-1%	0	-3%	-1%	-3%	u	2%	-4%	-19%	-2%
S=C(NNc1ccnc2cc(Cl)ccc12)Nc1ccc(Cl)cc1Cl	-7%	-11%	u	-21%	10%	21µM*	-15%	-31%[inhibitor]	-18%	0%	-52%
O=c1c2cc(Cl)ccc2[nH]c(=S)n1Cc1ccccn1	-6%	1%	6	3.2µM*	14%	u	-9%	-2%	0%	2.2µM*	-6%
CCCCOC(=O)/C=C\C(=O)NC(N)=O	2%	0%	2	-84%	-13%	10%	3%	-33%[inhibitor]	-4%	u	3%
CCN(CC)S(=O)(=O)c1ccc(C)c(NC(=O)CSc2nc3ccc(C)cc3[nH]2)c1	2%	-6%	u	-4%	-1%	u	u	-8%	2%	u	-44%

Rewritten with each value named: part of the list above.
COc1cc(C2C(C#N)=C(N)Oc3cc(C)oc(=O)c32)ccc1OC(=O)N1CCOCC1 (centres undefined)
  Tb PFK block = -5%
  ELG1 genotoxic = 6%
  TRPV1 ag = 0
  Gal4-VP16 FLuc = 7%
  p53 reactivation = 0%
  ELG1 DNA repair = 15%
  FLuc counter = 1%
  Rab9 promoter act = -3%
  NPC1 prom act = -2%
  RORgamma inh = 7%
  BRCA1 expr up = 12%

O=C(NC1CCCCCC1)c1ccc([N+](=O)[O-])s1
  Tb PFK block = 4%
  ELG1 genotoxic = -3%
  TRPV1 ag = u
  Gal4-VP16 FLuc = x
  p53 reactivation = u
  ELG1 DNA repair = 24%
  FLuc counter = 1%
  Rab9 promoter act = u
  NPC1 prom act = 20%
  RORgamma inh = x
  BRCA1 expr up = -68%

COc1ccc(NC(=O)COC(=O)c2ccc(-n3nc(C)cc3C)cc2)cc1OC
  Tb PFK block = 0%
  ELG1 genotoxic = 1%
  TRPV1 ag = 0
  Gal4-VP16 FLuc = x
  p53 reactivation = 2%
  ELG1 DNA repair = -7%
  FLuc counter = 3%
  Rab9 promoter act = -1%
  NPC1 prom act = -2%
  RORgamma inh = x
  BRCA1 expr up = -14%

S=C(NNc1ccnc2cc(Cl)ccc12)Nc1ccc(Cl)cc1Cl
  Tb PFK block = -7%
  ELG1 genotoxic = -11%
  TRPV1 ag = u
  Gal4-VP16 FLuc = -21%
  p53 reactivation = 10%
  ELG1 DNA repair = 21µM*
  FLuc counter = -15%
  Rab9 promoter act = -31%[inhibitor]
  NPC1 prom act = -18%
  RORgamma inh = 0%
  BRCA1 expr up = -52%
